Screening results deposited in PubChem by several laboratories.
Rin1 Abl inh – inhibitors of human Rin1-Abl protein interaction; P00519+Q13671; TR-FRET Rin1/Abl binding, biochemical; inhibition, % at 7.35 µM; 360,000 tested, 0.4% active; in the data active = inhibition above about 5%, passing the limit was not always enough
Target sequence (P00519 whole entry, looked up): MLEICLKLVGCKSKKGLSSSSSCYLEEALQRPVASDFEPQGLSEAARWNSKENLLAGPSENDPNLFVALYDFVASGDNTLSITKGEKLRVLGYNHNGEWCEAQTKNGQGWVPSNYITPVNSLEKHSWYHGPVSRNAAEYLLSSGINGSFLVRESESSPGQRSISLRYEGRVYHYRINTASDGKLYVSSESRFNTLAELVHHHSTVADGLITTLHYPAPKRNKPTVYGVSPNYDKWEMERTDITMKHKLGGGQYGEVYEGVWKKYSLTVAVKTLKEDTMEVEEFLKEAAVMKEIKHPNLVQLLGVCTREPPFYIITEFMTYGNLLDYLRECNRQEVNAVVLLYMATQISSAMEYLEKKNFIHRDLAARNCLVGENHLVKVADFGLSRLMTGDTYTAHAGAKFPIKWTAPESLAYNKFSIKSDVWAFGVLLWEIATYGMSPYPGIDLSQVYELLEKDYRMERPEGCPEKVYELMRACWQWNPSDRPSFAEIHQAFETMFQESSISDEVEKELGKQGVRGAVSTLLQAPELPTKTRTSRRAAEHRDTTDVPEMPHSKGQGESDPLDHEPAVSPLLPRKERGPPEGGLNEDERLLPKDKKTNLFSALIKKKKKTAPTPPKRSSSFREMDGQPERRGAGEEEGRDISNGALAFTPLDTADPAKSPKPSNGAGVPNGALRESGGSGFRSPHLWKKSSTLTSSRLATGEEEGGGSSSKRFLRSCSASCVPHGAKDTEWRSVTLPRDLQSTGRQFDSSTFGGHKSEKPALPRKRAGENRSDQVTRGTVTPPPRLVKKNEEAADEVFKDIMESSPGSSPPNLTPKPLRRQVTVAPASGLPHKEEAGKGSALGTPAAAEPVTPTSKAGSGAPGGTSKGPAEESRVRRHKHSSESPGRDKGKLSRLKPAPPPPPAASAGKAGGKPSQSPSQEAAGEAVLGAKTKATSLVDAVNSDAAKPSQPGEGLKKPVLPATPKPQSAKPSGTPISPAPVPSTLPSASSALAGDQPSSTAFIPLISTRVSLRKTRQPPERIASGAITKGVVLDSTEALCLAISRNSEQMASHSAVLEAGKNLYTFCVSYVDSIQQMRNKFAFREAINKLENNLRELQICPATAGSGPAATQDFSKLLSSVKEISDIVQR
Target sequence (Q13671 whole entry, looked up): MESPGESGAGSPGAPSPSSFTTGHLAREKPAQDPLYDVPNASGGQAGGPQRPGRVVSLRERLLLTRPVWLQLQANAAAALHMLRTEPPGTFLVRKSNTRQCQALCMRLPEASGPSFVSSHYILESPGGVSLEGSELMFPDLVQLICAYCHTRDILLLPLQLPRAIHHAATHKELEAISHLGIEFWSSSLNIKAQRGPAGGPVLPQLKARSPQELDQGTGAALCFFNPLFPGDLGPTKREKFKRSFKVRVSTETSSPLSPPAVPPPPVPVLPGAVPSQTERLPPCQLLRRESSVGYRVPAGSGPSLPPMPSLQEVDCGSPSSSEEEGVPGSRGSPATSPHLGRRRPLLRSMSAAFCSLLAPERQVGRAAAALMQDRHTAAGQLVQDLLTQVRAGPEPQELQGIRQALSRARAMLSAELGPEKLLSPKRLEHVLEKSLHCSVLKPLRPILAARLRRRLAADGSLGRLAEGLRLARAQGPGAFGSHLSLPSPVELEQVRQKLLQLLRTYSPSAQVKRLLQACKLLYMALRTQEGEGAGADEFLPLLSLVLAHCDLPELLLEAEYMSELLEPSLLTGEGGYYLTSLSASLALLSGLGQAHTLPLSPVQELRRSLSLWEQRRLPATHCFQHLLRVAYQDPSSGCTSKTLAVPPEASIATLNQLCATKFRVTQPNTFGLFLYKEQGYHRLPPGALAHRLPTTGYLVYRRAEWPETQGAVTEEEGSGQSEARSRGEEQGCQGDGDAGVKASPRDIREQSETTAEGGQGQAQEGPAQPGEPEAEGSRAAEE
PABP1 MLLE inh – blocks PAM2 peptide binding to the PABP1 MLLE domain; GST-MLLE / FITC-PAM2 fluorescence polarization; inhibition, % at 20 µM; 360,000 tested, 0.36% active; AID 588489; in the data active = inhibition above about 35%, passing the limit was not always enough;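 note: plate controls were DMSO wells with GST-MLLE for no effect and wells lacking GST-MLLE protein for full effect; some results filed as inactive read as strong as hits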
MT1-MMP act inh – inhibitors of human MT1-MMP activation | HT1080 RFP-PRO-GFP cells, GFP/RFP ratio fluorescence, overnight; percent of plate control window, DMSO zero | GFP/RFP ratio change, % at 20 µM | 360,000 tested, 0.061% active | AID 651647;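 active = GFP/RFP ratio change of at least 30% with cell ATP level not reduced by more than half and red fluorescence within 50% of control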; note: strong numbers were not always called active
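Test system: HT1080 cells expressing an RFP-PRO-GFP fluorescent reporter construct / Compound dosing: single-point 20 µM compound, 1% DMSO / Schedule: cells overnight before dosing, compound overnight, 37 °C, 5% CO2 / Evaluation: GFP/RFP fluorescence ratio / Control set: DMSO and RFP-L50D-GFP cell wells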
FAS-TE inh – blocks the thioesterase domain of human fatty acid synthase; P49327; recombinant FAS-TE, OMFH fluorogenic substrate, fluorescence endpoint; inhibition, % at 15 µM; 360,000 tested, 0.67% active; AID 602261;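 active = compounds whose normalised, plate-corrected inhibition of enzyme fluorescence in the single-dose primary screen is 50% or more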;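 note: 0% = DMSO with enzyme and 100% = substrate without enzyme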
CSN deneddyl inh – blocks human CSN-mediated cullin deneddylation | Purified CSN, SCF-Nedd8-OG deneddylation, fluorescence polarization | AID 651999 | 360,000 tested, 0.38% active | inhibition, % at 12.5 µM | Q92905;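 active = pattern-corrected inhibition above about 35%, with an unprinted fluorescence ratio check between 0.5 and 1.5, limit read from the data, passing the limit was not always enough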;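 note: 0% = enzyme with substrate and 100% = substrate without enzyme; some results filed as inactive read as strong as hits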
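Assay system: purified human Csn5 enzyme expressed in HEK293T cells; Input: 0.24 nM Csn5 enzyme, final concentration; Reagent: 10 nM SCFSkp2-Nedd8OG; Compound dosing: 12.5 µM single point; Times: reaction 90 min, room temperature; Technique: fluorescence polarization readout.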
bovine MsrA act – activators of bovine methionine sulfoxide reductase A | purified bovine MsrA, absorbance read-out | activation, % at 10.6 µM | 360,000 tested, 0.3% active | AID 602163; in the data active = activation above about 7.5%;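 note: 0% = vehicle and 100% = reference activator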
Rpn11 inh – inhibitors of human proteasome Rpn11; O00487; human 26S proteasome, Ub4-pepOG fluorescence polarization; 20S core pre-blocked with epoxomicin; calls only at 20 µM; 360,000 tested, 0.59% active;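 active = inhibition at 20 µM, scaled to each plate's controls, above about 33%, limit read from the data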
eLon inh – inhibits E. coli Lon protease; inhibition, % at 7.94 µM; 360,000 tested, 0.42% active; P0A9M0; purified E. coli Lon protease, fluorescence polarization; in the data active = inhibition above about 13%, passing the limit was not always enough;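 note: 0% = enzyme with probe and DMSO and 100% = no enzyme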
MsrA inh – inhibitors of bovine MsrA | purified bovine MsrA, absorbance read-out | 360,000 tested, 0.75% active | inhibition, % at 15.5 µM | AID 651718; in the data active = inhibition above about 4.5%;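 note: 0% = vehicle wells with enzyme and 100% = reference inhibitor wells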
Active calls of the source: *; i = inactive; x = no result given.

SMILES	Rin1 Abl inh	PABP1 MLLE inh	MT1-MMP act inh	FAS-TE inh	CSN deneddyl inh	bovine MsrA act	Rpn11 inh	eLon inh	MsrA inh
O[C@@H]1C[C@H](c2ccccc2)N(Cc2cccs2)C[C@H]1n1cc(C2CC2)nn1	2	-4	2	-3	5	0	i	-5	-0.7
Cc1cccc(NC(=S)Nc2cccc(C)n2)n1	-3	39	-5	-2	0	-14	i	9	1.0
CC1CCCC(NC(=O)COC(=O)c2n[nH]c3ccccc23)C1C (configuration not stated)	2	-3	-1	-8	-2	-8	i	-2	-0.6
CS(=O)(=O)N(CC(=O)N1CCN(c2cccc(Cl)c2)CC1)c1cccc(F)c1	-2	3	3	3	3	-4	i	0	-0.5
CCC(Sc1nc(C)cc(C)n1)C(=O)NC1=NN=C(c2ccc(C)cc2)CS1 (configuration not stated)	3	17	-32	-122	2	0	i	-5	-0.4
CCOC(=O)N1CCN(C(=O)c2ccc(N(C)S(=O)(=O)c3ccc(C)cc3)cc2)CC1	5	-1	4	-3	1	-3	i	-5	-0.7
CC(NC(=O)COC(=O)C1CC2CCCC(C1)C2=O)c1ccccc1 (configuration not stated)	0	3	0	-7	-1	-3	i	-16	-0.6
COc1cc(N(C(=O)Cc2cccs2)C(C(=O)NC2CCCCC2)c2cccc(OC)c2OC)ccc1-n1cnnn1 (configuration not stated)	4	-7	-12	26	-7	-2	i	-11	-0.4
C[C@H]1CN([C@@H](C)CO)C(=O)CCCn2nncc2CO[C@@H]1CN(C)Cc1cccc(C(F)(F)F)c1	1	5	1	-8	-2	-5	i	-2	1.2
CC(=O)Nc1ccc(N2CCOCC2)c(S(=O)(=O)Nc2ccccc2Cl)c1	-2	-4	-1	-3	2	-4	i	0	-0.3
CC1(C(=O)Nc2cccc3c2CCCC3)CCN1C(=O)CCc1ccc(Cl)cc1Cl (configuration not stated)	4	-11	-7	38	0	-2	i	0	0.0
Cc1cc(C)c(C)c(S(=O)(=O)N2CCC(C(=O)NCC(c3ccccc3)N(C)C)CC2)c1C (configuration not stated)	0	3	5	1	-4	-2	i	6	-1.6
CCOC(=O)c1ccc(NC(=O)CNC(=O)c2ccco2)cc1	-3	1	-5	-2	-2	-3	i	-1	0.4
O=C(NC12CC3CC(CC(C3)C1)C2)c1cc([N+](=O)[O-])ccc1N1CCOCC1	3	-2	0	51*	4	-9	i	19*	1.4
CCOC(=O)c1cc(NC(=O)c2ccc(Cl)cc2)c(=O)n2c1oc1ccc(Cl)cc12	1	-13	0	2	19	-2	i	-3	0.7
Cc1cccc(N=Nc2ccc(O)c3ncccc23)c1	6.9*	-8	12	2	-5	-1	i	-10	0.7
CS(=O)(=O)N1CCN(C(=O)c2ccc(Cl)s2)CC1	1	1	0	-6	0	16*	i	-3	-1.1
O=C1Nc2ccccc2C1=Nc1ccc2[nH]c3ccccc3c2c1	0	-34	-61	4	22	-11	i	-53	0.2
COCCNC(=O)C(=O)NCC1OCCN1S(=O)(=O)c1ccc(C)cc1 (configuration not stated)	-1	2	-4	-6	6	-1	i	-5	0.5
CC(C)(C)c1ccc(NC(=O)CNC2CCCc3ccccc32)cc1 (configuration not stated)	1	-8	-2	15	1	-4	i	3	-1.0
CCC(CC)c1nnc(NC(=O)CC(C)c2ccccc2)s1 (configuration not stated)	0	31	-3	1	-1	0	i	8	-0.5
CC(=O)c1ccc(NC(=O)CCCN2C(=O)/C(=C/C(C)=C/c3ccccc3)SC2=S)cc1	2	-21	-8	13	-10	0	x	-14	-0.4
CCOC(=O)C1=C(C)N=C2SC=C(C)N2C1c1ccc(OC)cc1 (configuration not stated)	-3	-25	-6	2	15	-2	i	4	0.3
COc1ccc(NC(=O)C2CCCN(S(=O)(=O)c3cccc4nonc34)C2)cc1 (configuration not stated)	2	2	-2	-4	1	0	i	-6	-0.3
O=C(Nc1ccccc1Cl)c1cccc(NC(=O)C2C3CC4OC(=O)C2C4C3)c1 (configuration not stated)	-1	2	3	-6	-1	-4	i	-6	0.7
SMILES	Rin1 Abl inh	PABP1 MLLE inh	MT1-MMP act inh	FAS-TE inh	CSN deneddyl inh	bovine MsrA act	Rpn11 inh	eLon inh	MsrA inh
O=C(Nc1ccccc1)Nc1nncs1	1	-12	2	0	0	-6	i	-4	-0.4
Cc1ccc(N(CC(=O)NCc2ccc(F)cc2)C(=O)c2csnn2)c(C)c1	1	6	0	-3	4	-1	i	3	-1.0
Cc1cccnc1NC(=S)NC(=O)/C=C/c1ccccc1	3	11	-4	0	-8	-1	i	-2	0.3
Cn1cccc1CC(=O)N/N=C/C=C/c1ccccc1	-2	-9	2	-5	8	-3	i	-1	1.1
Cc1c(C)c(C)c2[nH]c(-c3ccc4c(c3)OCO4)nc2c1C	1	3	6	18	-5	-1	i	7	x
Cc1ccc(CN2CCCCC2C(=O)Nc2ccc(Oc3cccnc3)cc2)o1 (configuration not stated)	0	-12	-8	-2	7	-3	i	-11	-0.1
C=CCn1c(COc2cccc(C)c2)nnc1SCC(=O)c1c[nH]c2c(CC)cccc12	-3	-1	4	-6	-12	-3	i	0	-0.5
CC(C)(C)OC(=O)Cn1c(=O)cnc2ccccc21	0	-9	-3	-8	-1	1	i	-3	1.0
COC(=O)Cn1cnc(=O)c(C#N)c1/C=C/N(C)C	-1	-2	-1	-10	1	-6	i	-4	0.6
CCC(C(=O)O)n1cnc2scc(-c3ccc(C)c(C)c3)c2c1=O (configuration not stated)	1	-14	1	-2	2	0	i	-13	-0.7
O=C(Nc1ccccc1)N1N=C(c2ccc(F)cc2)CC1c1ccc(F)cc1 (configuration not stated)	-1	-3	1	47	-8	3	i	-1	-0.6
Cc1nn(C(C)(C)C)c(OC(=O)C2CCCC2)c1S(=O)(=O)c1ccccc1	1	6	-5	24	-1	0	i	-4	-0.8
Cc1ccc(S(=O)(=O)NCC(C)n2cncn2)cc1 (configuration not stated)	1	-8	2	-7	0	-2	i	-2	1.2
CCN(CC(=O)Nc1ccc(NC(C)=O)cc1)C(=O)/C=C/c1ccc2c(c1)OCO2	2	2	8	-6	-4	-6	i	-2	4.2
C[C@@]12C(=O)N(Cc3ccco3)CC(=O)N1[C@H]1c3ccccc3OC[C@@H]1[C@@H]2c1ccccc1	-1	4	-3	9	4	-1	i	4	0.5
CCOC(=O)c1c(C)[nH]c2cc(Br)c(O)cc12	-3	-1	14	0	-2	1	i	6	-0.1
OCC[C@@H]1C[C@@H](O)[C@H](O)[C@]2(CCCO2)O1	0	7	0	-2	4	0	i	-7	-0.2
COc1ccccc1NS(=O)(=O)c1cc(NC(=O)CN2C(=O)NC3(CCCC3)C2=O)ccc1C	2	4	4	-1	-1	-7	i	1	-0.1
Cc1cc(C)c(C)c(S(=O)(=O)N2CCN(C(=O)c3ccccc3OCc3c(C)noc3C)CC2)c1C	5	4	-2	26	-2	-2	i	-6	0.1
COc1ccccc1CNC(=O)C(NC(=O)c1ccccc1)C(C)C (configuration not stated)	-4	-13	-8	-5	4	-1	i	4	0.5
CN(C)S(=O)(=O)c1cccc(NC(=O)COC(=O)C2CCN(C(=O)c3ccc(F)cc3)CC2)c1	2	6	3	-4	3	-3	i	-8	-1.2
O=Cc1c[nH]c2ccc(C(=O)c3ccccc3)cc12	3	-6	3	-7	1	-4	i	3	0.6
COCCCNC(=O)c1cc(C(=O)Cc2ccccc2)c[nH]1	1	3	2	-3	6	0	i	-4	0.9
CC(=O)N1CCc2cc(S(=O)(=O)NCCC(=O)Nc3cccc(C)c3C)ccc21	-2	-10	0	-6	2	-2	i	-8	-1.0
CCC/C=C/c1ccc(CN2C(C(C)C)C(=O)N(Cc3cn(CCC4OCCCO4)nn3)CCS2(=O)=O)cc1 (configuration not stated)	-2	3	4	18	8	-1	i	-3	-0.1

Sorted by formula weight (rising): part of the list above
SMILES	Rin1 Abl inh	PABP1 MLLE inh	MT1-MMP act inh	FAS-TE inh	CSN deneddyl inh	bovine MsrA act	Rpn11 inh	eLon inh	MsrA inh
O=Cc1c[nH]c2ccc(C(=O)c3ccccc3)cc12	3	-6	3	-7	1	-4	i	3	0.6
COCCCNC(=O)c1cc(C(=O)Cc2ccccc2)c[nH]1	1	3	2	-3	6	0	i	-4	0.9
CC(NC(=O)COC(=O)C1CC2CCCC(C1)C2=O)c1ccccc1 (configuration not stated)	0	3	0	-7	-1	-3	i	-16	-0.6
O=C(Nc1ccccc1)N1N=C(c2ccc(F)cc2)CC1c1ccc(F)cc1 (configuration not stated)	-1	-3	1	47	-8	3	i	-1	-0.6

Later entries
SMILES	Rin1 Abl inh	PABP1 MLLE inh	MT1-MMP act inh	FAS-TE inh	CSN deneddyl inh	bovine MsrA act	Rpn11 inh	eLon inh	MsrA inh
COc1cccc(-c2onc3ccc(C(=O)/C=C/N(C)C)cc23)c1	0	6	-8	5	-3	-3	i	2	1.0
CCCn1c(SCC(=O)c2cc(C)n(C3CC3)c2C)n[nH]c1=O	3	-4	8	-3	1	-3	i	-6	0.4
CCc1cc(C(=O)NNC(=O)CCN2CCN(c3ccccc3)CC2)sc1C	-1	-116	4	-5	-3	-3	i	-18	1.3
C[N+]1(CCCOC(=O)C2(c3ccccc3)CCCC2)CCOCC1	-2	-113	-3	-4	2	-7	i	-4	1.0
COc1ccccc1N1C(=O)c2cccc3c(N(C)CCO)ccc(c23)C1=O	-14	76	-121	-35	-35	-4	i	176*	0.6
Nc1nc(SCC(=O)Nc2ccc(F)cc2)[nH]c(=O)c1NC(=O)c1ccc(F)c(F)c1	-4	0	1	-5	-2	-2	i	2	0.2
N=C1C(=O)OCC1c1ccccc1NC(=O)CN1CCCCC1 (configuration not stated)	3	10	-3	-10	3	-1	i	-3	x
O=C(C1CC1)N1CCN(S(=O)(=O)c2ccc3c(c2)OCCO3)CC1	8	-20	1	0	-5	-4	i	-1	0.5
CCOC(=O)c1sc2ncn(/N=C/c3cccnc3)c(=O)c2c1C	-5	1	-1	-1	3	0	i	4	0.0
Cc1nn(CC(=O)Nc2ccc3c(c2)nc(CN2CCCC2)n3C)c(=O)c2ccccc12	6	18	3	-9	12	-4	i	-1	1.9
COc1ccc(NC(=O)N/C=C/c2ccccc2)cc1	0	-25	1	-1	-15	-4	i	3	1.4
CC1CC2=C(NC(=S)NC2c2ccccc2F)/C(=C/c2ccccc2F)C1 (configuration not stated)	2	8	-2	-32	-1	-8	i	-2	2.1
Oc1ccc2sc(-c3ccccc3O)c(-c3ccc(OCCN4CCCCC4)cc3)c2c1	x	x	-2	1	2	3	x	2	0.1
Cc1noc(C)c1CSCC(=O)Nc1ccccc1N1CCCCC1	2	-11	-3	12	1	-9	i	-7	x
COC(=O)c1c(-c2ccc(OC)cc2)oc2ccccc12	1	-15	-2	19	-1	-4	i	7	-0.1
O=[N+]([O-])c1ccc(Oc2ccc(F)cc2Br)c2ccncc12	1	2	-14	17	2	-3	i	1	0.3
COc1ccc(NC(=O)CCCNC(=O)c2ccc(Cl)cc2)cc1S(=O)(=O)N1CCCCC1	-2	-8	2	-2	0	-4	i	3	0.4
CCCCN(CC)CCCNC(=O)c1ccc2c(c1)N(CC)C(=O)c1ccccc1S2(=O)=O	3	0	-1	-2	0	1	i	-3	-0.2
COCC(=O)Nc1cc(C(=O)NCCc2ccccc2)ccc1Cl	-2	-4	3	-4	-5	-1	i	-3	0.3
CS(=O)(=O)c1ccccc1-c1nnc(NC(=O)COc2ccc(Cl)cc2)o1	1	1	2	-3	7	0	i	-3	1.6
C/C(=N\NC(=O)c1sccc1-n1cccc1)c1cccs1	0	-17	1	-1	7	-1	i	-1	3.3
COc1ccc(Cl)cc1N(CC(=O)N1CCC(C)CC1)S(C)(=O)=O	-2	11	5	-5	-6	-7	i	-8	-0.5
